TrxR1 substrate – is turned over as a substrate by rat TrxR1; purified TrxR1 substrate turnover, NADPH consumption readout; Potency, µM (doses to about 114 µM), for the others: at the top dose activity change, negative = substrate turnover; 390,000 tested, 0.01% active; note: potency is the fitted concentration of half-maximal effect; % is set by controls: 0 for no effect and ±100 for the full control effect; nearly all actives have a fitted effect of over 50% in size
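Rat TrxR1, dispensed at 90 nM, was prereduced with 400 uM NADPH (final) for 5 min at ~22 deg C, then incubated with compound 15 min before 400 uM selenite. A first-read NADPH fluorescence drop versus no-compound background flagged substrates.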
PI4K2A inh – inhibitors of human PI4K2A; purified PI4K2A, ADP-Glo luminescence, 1 h; stronger effect = lower value; Q9BTU6; 420,000 tested, 0.13% active; activity change, negative = inhibition, % at 76.9 µM; in the data active = activity change below about -50%; inconclusive = mostly about -30% to -49%;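 note: -100% = wells without enzyme as full effect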
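ADP-Glo luminescence measured ADP generated by PI4K2A enzyme (4 ug/mL before mixing) with 1.2 mM PI substrate (pre-mix) and 300 microM ATP (pre-mix). Tris pH7.5 buffer with MgCl2, Triton X-100; 1 h reaction at ambient temperature.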
GLS inh – blocks human kidney-isoform glutaminase activity. GLS enzymatic activity, qHTS titration. Potency, µM (top dose mostly 45.5 µM), for inactives: at the top dose activity change, negative = inhibition, actives largely listed as inhibitors. AID 624170. O94925. 410,000 tested, 0.21% active; note: potency is the fitted concentration of half-maximal effect; % is set by controls: 0 for no effect and ±100 for the full control effect
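Assay buffer: 45 mM KH2PO4 pH 8.2, 0.02% Tween-20. hKGA acts on L-glutamine (1 mM solution added); product glutamate is reported by an oxidase/peroxidase Amplex Red coupling, with fluorescence taken at baseline and 30 min.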
USP1-UAF1 inh – USP1/UAF1 (human) deubiquitinase inhibition. O94782. recombinant USP1/UAF1, Ub-Rhodamine cleavage fluorescence. Potency, µM (highest dose often 57.1 µM), for the others: at the highest dose activity change, negative = inhibition, most hits filed as inhibitors. 390,000 tested, 0.23% active; note: potency is the fitted concentration of half-maximal effect; % is set by controls: 0 for no effect and ±100 for the full control effect; nearly all actives have a fitted effect of over 60% in size; inactives centre near -12
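High-throughput fluorogenic screen: 1nM USP1/UAF1 complex, Ub-Rho substrate 150nM final, 50mM HEPES pH 7.8 with 0.5mM EDTA, 0.1 mg/ml BSA, 1mM TCEP and 0.01% Tween-20.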
IDH1 R132H inh – human IDH1 R132H inhibition; Potency, µM (titrated, usually from 76.6 µM), for inactives: at the top dose activity change, negative = inhibition, most hits filed as inhibitors; 390,000 tested, 0.093% active; IDH1-R132H enzyme, NADPH consumption, diaphorase/resazurin fluorescence; note: potency is the fitted concentration of half-maximal effect; % is set by controls: 0 for no effect and ±100 for the full control effect; nearly all actives have a fitted effect of over 65% in size
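IDH1-R132H (0.5 ug/mL dispensed) in pH 7.5 Tris buffer was preincubated 30 min with compound, then given a substrate mix of 0.016 mM NADPH and 2 mM alpha-KG for 80 min at room temperature; remaining NADPH was read by diaphorase/resazurin fluorescence.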
Pin1 inh – blocks the human prolyl isomerase Pin1 | Potency, µM (highest dose often 115 µM), inactives show at the top dose activity, negative = inhibition, actives largely listed as inhibitors | Q13526 | 390,000 tested, 0.009% active | Pin1 FP peptide displacement, HiFluor488, 10 min; active = well fitted inhibition curve with a large enough effect in the polarisation, with a control signal flat, not every such curve was filed as active; inconclusive = small, poorly fitted or top-dose-only effect, or effect the other way, or a change in a side signal; inactive = no such curve, though single readings can be large or run the other way; the % refers to the polarisation; note: potency is the fitted concentration of half-maximal effect; % is set by controls: 0 for no effect and ±100 for the full control effect
Target sequence (Q13526 whole entry, looked up): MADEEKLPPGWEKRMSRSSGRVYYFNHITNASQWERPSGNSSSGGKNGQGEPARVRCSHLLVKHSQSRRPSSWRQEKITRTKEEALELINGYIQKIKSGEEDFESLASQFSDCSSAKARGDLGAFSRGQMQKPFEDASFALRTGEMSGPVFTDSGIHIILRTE
Tb PGK inh – blocks T. brucei phosphoglycerate kinase | P07378 | PGK/GAPDH coupled, Kinase-Glo luminescence, 60 min | Potency, µM (titrated, usually from 57.5 µM), for inactives: top-dose activity change, negative = inhibition, hits mostly inhibitors | 380,000 tested, 0.043% active; note: potency is the fitted concentration of half-maximal effect; % is set by controls: 0 for no effect and ±100 for the full control effect; nearly all actives have a fitted effect of over 60% in size
Target sequence (P07378 whole entry, looked up): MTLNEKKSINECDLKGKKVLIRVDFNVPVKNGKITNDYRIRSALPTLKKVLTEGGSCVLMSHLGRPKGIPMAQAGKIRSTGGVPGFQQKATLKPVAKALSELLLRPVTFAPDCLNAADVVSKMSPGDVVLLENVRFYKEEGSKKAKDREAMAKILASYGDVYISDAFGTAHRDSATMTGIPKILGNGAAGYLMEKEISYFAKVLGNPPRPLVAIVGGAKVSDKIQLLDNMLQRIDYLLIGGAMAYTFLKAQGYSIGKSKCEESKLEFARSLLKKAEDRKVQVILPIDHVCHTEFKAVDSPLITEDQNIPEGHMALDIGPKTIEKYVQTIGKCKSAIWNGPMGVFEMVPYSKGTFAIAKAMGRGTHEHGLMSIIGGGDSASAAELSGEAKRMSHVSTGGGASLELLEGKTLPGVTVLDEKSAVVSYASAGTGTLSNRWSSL
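Recombinant glycosomal PGK reaction used 1,3-bisphosphoglycerate generated in-well by GAPDH (100nM final) in 100mM TEA pH 7.6, 5mM MgCl2, 0.01% Tween-20. After 60 minutes at room temperature, ATP was read by Kinase-Glo Plus luminescence end-point.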
rTrxR1 inhibitor – inhibitors of rat thioredoxin reductase 1; 390,000 tested, 1% active; AID 588453; recombinant rTrxR1, NADPH fluorescence consumption, selenite substrate; Potency, µM (series often up to 114 µM), without a hit: at the top dose activity change, negative = inhibition, most hits filed as inhibitors; O89049; note: potency is the fitted concentration of half-maximal effect; % is set by controls: 0 for no effect and ±100 for the full control effect; nearly all actives have a fitted effect of over 65% in size
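Rat TrxR1 (90 nM in the dispensed reagent) was pre-reduced with 400 uM NADPH for 5 min at room temperature, then incubated with compound for 15 min. After 400 uM selenite was added, NADPH fluorescence (Ex 340/Em 450 nm) was followed for 8 min.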
HP1b chromo inh – blocks HP1-beta chromodomain binding to methylated histone tails; AlphaScreen HP1-beta / biotin-H3K9me3 peptide binding; Potency, µM (doses to about 114 µM), without a hit: at the highest dose activity change, negative = inhibition, most hits filed as inhibitors; AID 540317; P83916; 390,000 tested, 0.56% active; note: potency is the fitted concentration of half-maximal effect; nearly all actives have a fitted effect of over 70% in size; inactives centre near 23
Target sequence (P83916 whole entry, looked up): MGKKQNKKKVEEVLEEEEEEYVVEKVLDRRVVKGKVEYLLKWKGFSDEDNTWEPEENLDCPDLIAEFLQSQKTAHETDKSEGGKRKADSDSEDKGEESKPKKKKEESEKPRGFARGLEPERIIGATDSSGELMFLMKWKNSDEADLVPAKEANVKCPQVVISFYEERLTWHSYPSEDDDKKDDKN
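Compound inhibition of the preformed complex between 50 nM HP1-beta and 50 nM biotinylated H3K9me3 peptide was read by AlphaScreen. Buffer was PBS pH 7.4 with 0.01% Tween-20. Incubations ran 30 min at room temperature, with 10 ug/mL donor/acceptor beads.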
An asterisk follows results filed as active; i = inactive; u = inconclusive; & = joins results of further samples; [ ] = another dose, or the depositor's remark. Unless noted, calls come from the whole dose curve; as a rule, active = well fitted curve in the direction sought with a large enough effect; inconclusive = small, poorly fitted or top-dose-only effect, or another doubt; inactive = no such curve, though single readings can be large; an effect the other way counts as inactive or inconclusive. Only part of the results is shown; the hit share may differ from the screen's.

SMILES,TrxR1 substrate,USP1-UAF1 inh,rTrxR1 inhibitor,GLS inh,PI4K2A inh,Pin1 inh,HP1b chromo inh,Tb PGK inh,IDH1 R132H inh
CCN(CC)S(=O)(=O)c1cccc(NC(=O)COC(=O)c2cc(C)oc2C)c1,-7.5%,-4.7%,-2.0%,-2.0%,3.0,11.3%,-8.3%,2.3%,20.2%
Cc1ccc(C(=O)NNc2c3ccccc3nc3ccccc23)cc1,8.6%,u,5.9%,-7.7%,-5.0,0.0%,-12.6%,-5.4%,-0.3%
O=C(Cn1ncc(N2CCOCC2)c(Cl)c1=O)c1ccc(Cl)cc1,-2.5%,-8.4%,14.7%,3.4%,7.5,-4.2%,21.4%,i,4.4%
Cc1cc(-c2n[nH]c(=S)n2/N=C/c2ccco2)n[nH]1,-1.7%,-2.4%,-16.4%,-24.8%,0.0,0.0%,10.6%,-8.7%,3.1%
CN(C)c1nc2ccccc2c(N)c1-c1ccccc1,-7.7%,-9.5%,-5.0%,-0.2%,5.9,-0.1%,u,9.2%,4.8%
CN(c1ccccc1C(=O)Nc1ccc2c(c1)n(C)c(=O)n2C)S(C)(=O)=O,-2.4%,-10.2%,21.7%,-3.2%,4.4,-3.4%,37.1%,-1.0%,1.7%
O=C(OCc1ccccn1)C1CCN(C(=O)c2ccc(Cl)cc2)CC1,3.8%[57.1 µM],-14.2%,5.4%[57.1 µM],1.1%,1.1,-5.4%,20.6%,-8.8%,7.2%
COc1cc2c(cc1OC)C(c1cccs1)NCC2 (configuration not stated),7.7%[57.1 µM],-17.2%,7.6%[57.1 µM],-2.3%,3.9,-6.1%,38.8%,1.0%,0.0%
COC(=O)c1cc(NC(=O)Cc2cc(OC)c(OC)c(OC)c2)cc(C(=O)OC)c1,5.8%,4.1%,15.0%,-11.1%,-1.8,1.4%,13.7%,-3.5%,7.2%
COc1cccc(C(=O)N2CCCCC2CCN2CCCCC2)c1 (configuration not stated),0.6%,-19.5%,5.6%,6.5%,-0.7,-1.6%,43.3%[activator],-9.9%,0.0%
CN(C)C=NC(=O)/C(C#N)=C/c1ccccc1,7.9%[57.1 µM],-14.5%,-0.1%[57.1 µM],15.7%,2.5,-1.1%,13.5%,1.2%,-3.7%
Cc1ccc(C(=O)NCC(=O)N/N=C/c2cccs2)cc1C,8.4%[57.1 µM],-13.5%,14.2%,5.7%,8.9,-7.2%,35.4%,-1.9%,0.8%
Cc1cc(NC(=O)CSc2nc3ccccc3c(=O)n2C2CCCC2)no1,-3.8%,-20.1%,-4.0%,-0.1%,0.1,-7.0%,34.0%,-7.8%,-1.0%
Cc1ccccc1OC(=O)c1snnc1C,1.5%,-13.6%,30.6%,-0.2%,-1.1,-10.0%,32.6%,-3.3%,-15.4%
COc1ccc(-n2nc(C(=O)NCC(=O)Nc3ccccn3)c3ccccc3c2=O)cc1,85.5%[activator],-21.1%,16.3%,-4.8%,2.7,42.3%[activator],22.8%,-0.5%,4.2%
NC(=O)CSC1=N/C(=C\c2ccco2)C(=O)N1c1ccc(OC(F)F)cc1,-0.6%,-7.9%,u,13.0%,-5.8,34.6%[activator],21.8%,-1.4%,-0.1%
CC1(C)Cc2c(c(N3CCCC3)nc3sc4c(N5CCN(CCO)CC5)ncnc4c23)CO1,16.9%,-15.8%,-31.9%,u,-3.0,9.8%,-8.3%,-8.6%,4.7%
COc1ccccc1OCC(=O)NC1CCCCCC1,4.0%,-15.4%,-1.4%,17.6%,1.6,-0.8%,20.0%,-1.3%,2.8%
CN1CCN(S(=O)(=O)CC2(C)C3CCC2(C)C(=O)C3Br)CC1 (configuration not stated),3.5%,-21.0%,15.2%,-9.6%,2.0,-3.0%,27.6%,2.2%,7.9%
CCOc1ccc(NC(=O)CN(C)C(=O)c2ccc(N3CCCC3)c([N+](=O)[O-])c2)cc1OCC,-11.7%,-1.6%,-4.0%,-8.9%,3.0,-0.2%,-16.6%,-2.0%,8.0%
O=C1c2ccccc2CN2C(=O)c3ccccc3CN12,-4.5%,-8.9%,4.3%,-12.9%&1.6%,5.0,-1.9%,48.4%[activator],-8.6%,6.1%
COC(=O)CCSc1cc([N+](=O)[O-])cc2c1c(C1OCCO1)nn2-c1ccccc1,-11.5%,-23.6%,-4.7%,3.7%,-1.7,u,u,-1.1%,2.3%
O=C(CSc1n[nH]c(-c2ccccc2)n1)Nc1ccc(F)cc1F,-3.1%,-13.0%,-1.3%,0.9%,-0.8,1.7%,39.9%[activator],i,1.7%
COc1cccc(C(C(=O)NC(C)(C)C)N(C(=O)CCC(=O)Nc2cc(C)on2)C(C)(C)C)c1OC (configuration not stated),-4.3%,-10.1%,-7.6%,2.0%,3.2,2.1%,31.5%,-3.8%,-4.6%
CNc1nc(SC(C)C(=O)Nc2ccc(Cl)c(Cl)c2)nc(N2CCOCC2)n1 (configuration not stated),-12.1%,-8.5%,22.5%[57.1 µM],100.7%[activator],1.1,4.8%,28.7%,-2.2%,-0.4%
N/C(=N\OC(=O)c1cccc(Br)c1)c1ccc([N+](=O)[O-])cc1,-1.0%,-14.2%,33.8%,-3.1%,-0.2,-0.6%,13.9%,-2.2%,2.2%
CCNC(=S)NNC(=O)c1ccc(OC(F)F)cc1,1.6%[57.1 µM],-3.9%,-21.2%[57.1 µM],0.3%,7.0,-1.1%,19.4%,-10.0%,1.4%
O=C1C=C(c2ccc(-c3ccccc3)cc2)C[C@@H](c2ccc(Cl)cc2)C1,3.2%,u,12.0%,0.4%,-1.4,7.7%,49.4%[activator],10.2%,-5.1%
CCCN1C(=O)c2cc(C(=O)NCCc3cccc(C)c3)ccc2C1O (configuration not stated),-8.1%,-3.4%,-2.5%,-2.1%,-2.9,-0.2%,50.2%[activator],-4.0%,-13.8%
Cc1cc(Cc2cc(C)c(O)c(CO)c2)cc(CO)c1O,-2.0%,6.0%,-4.2%,16.5%,-10.0,-9.5%,-0.7%,17.2%,-8.5%
CCCc1c(C(=O)N/N=C/c2ccccc2OCc2ccc(F)cc2)nnn1-c1nonc1N,16.5%,-7.8%,26.7%,-3.7%,3.0,u,30.9%,-4.0%,12.9%
Cc1c(Cl)cccc1Nc1sc(C(=O)c2ccccc2)c(N)c1S(=O)(=O)c1ccccc1,-0.7%,-16.2%,1.9%,-1.2%,0.8,11.2%,-6.3%,-4.2%,-8.5%
COc1cc(C(=O)Nc2nc3ccc(S(C)(=O)=O)cc3s2)cc(OC)c1C,1.1%,-1.9%,3.1%,-1.7%,-2.8,0.2%,-5.9%,-2.4%,-4.9%
Cc1ccc(CS(=O)(=O)Cc2ccc(C(=O)NCCCN3CCOCC3)o2)cc1,-6.9%,u,-9.6%,-5.0%,-1.5,9.9%,33.7%,-6.0%,2.8%
CCc1ccccc1NC(=O)COCc1cc(-c2ccco2)on1,-8.4%,-5.6%,-18.0%,-16.7%,-0.2,1.9%,2.8%,-3.6%,10.2%
CC(=O)Cc1nsc(NC(=O)c2csc3c2CCCC3)n1,-7.8%,-0.9%,-34.5%,9.0%,-1.8,-0.1%,21.5%,-8.0%,9.0%
Cc1ccc(NC(=O)COc2ccccc2C(=O)Nc2ccccc2)cc1Cl,-9.3%,4.1%,15.7%,7.1%,-1.9,0.0%,20.8%,-5.8%,1.8%
COC(=O)c1sccc1S(=O)(=O)N1CCN(c2cccc(C)c2)C(C)C1 (configuration not stated),-4.3%[57.1 µM],-27.8%,-2.4%[57.1 µM],17.9%,0.0,1.4%,-11.2%,-1.1%,-9.2%
CCN(CC(=O)Nc1ccc(NC(C)=O)cc1)C(=O)c1cc2c(s1)CCCC2,8.2%,-24.6%,-5.6%,2.7%,-8.0,-2.6%,21.7%,-0.5%,6.6%
COc1ccc(N2CC(C(=O)Nc3ccccc3C(=O)NCc3ccco3)CC2=O)cc1 (configuration not stated),-7.2%,-3.0%,-5.9%,-0.4%,8.6,1.2%,22.3%,-5.5%,9.2%
COCCn1c(C)cc(/C=C2/SC(=O)N(CC(=O)N3CCCC3)C2=O)c1C,6.1%[57.1 µM],-0.5%,8.4%[57.1 µM],-3.9%,2.0,5.8%,2.9%,4.2%,2.2%

Assay outcomes as filed in PubChem.
